Screens: PubChem, The Scripps Research Institute Molecular Screening Center
IDE act – activators of human insulin-degrading enzyme in cells; P14735; HEK cells, FAbeta-B cleavage, fluorescence polarization; 0% vehicle, 100% cell-free pure enzyme wells; activation, % at 5.96 µM; 340,000 tested, 0.073% active; AID 493087;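 active = activation above the mean of all tested compounds plus 3 SD, set per screening campaign, cut at about 17% in these data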
Target sequence (P14735 whole entry, looked up): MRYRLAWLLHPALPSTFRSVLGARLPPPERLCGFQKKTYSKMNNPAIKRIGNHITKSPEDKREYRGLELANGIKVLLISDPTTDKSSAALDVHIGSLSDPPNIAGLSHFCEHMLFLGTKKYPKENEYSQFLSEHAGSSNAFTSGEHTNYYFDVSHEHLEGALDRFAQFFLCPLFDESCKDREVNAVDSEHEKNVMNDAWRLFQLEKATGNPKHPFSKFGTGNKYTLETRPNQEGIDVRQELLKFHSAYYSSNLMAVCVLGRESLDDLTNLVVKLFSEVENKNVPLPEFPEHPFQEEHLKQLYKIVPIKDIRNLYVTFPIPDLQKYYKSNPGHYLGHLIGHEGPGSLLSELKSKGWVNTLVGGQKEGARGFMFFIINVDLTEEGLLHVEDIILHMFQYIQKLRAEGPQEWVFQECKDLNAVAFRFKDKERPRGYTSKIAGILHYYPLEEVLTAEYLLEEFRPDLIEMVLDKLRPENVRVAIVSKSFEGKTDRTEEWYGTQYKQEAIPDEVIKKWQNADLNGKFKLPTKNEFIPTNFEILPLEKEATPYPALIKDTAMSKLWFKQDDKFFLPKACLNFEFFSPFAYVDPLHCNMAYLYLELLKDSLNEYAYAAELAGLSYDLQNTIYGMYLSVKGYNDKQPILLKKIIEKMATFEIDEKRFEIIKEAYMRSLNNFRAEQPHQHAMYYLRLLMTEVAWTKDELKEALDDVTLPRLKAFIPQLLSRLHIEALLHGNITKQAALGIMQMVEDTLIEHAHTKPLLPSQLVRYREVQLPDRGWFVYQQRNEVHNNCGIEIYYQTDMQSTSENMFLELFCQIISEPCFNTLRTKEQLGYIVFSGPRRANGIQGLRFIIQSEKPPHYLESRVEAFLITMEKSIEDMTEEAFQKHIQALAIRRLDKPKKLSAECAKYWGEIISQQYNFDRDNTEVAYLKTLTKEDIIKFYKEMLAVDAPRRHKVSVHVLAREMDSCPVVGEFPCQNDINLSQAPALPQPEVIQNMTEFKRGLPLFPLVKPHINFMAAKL
IDE inh – inhibits human insulin-degrading enzyme in HEK cells; inhibition, % at 5.59 µM; FAbetaB cleavage, fluorescence polarization; 320,000 tested, 0.41% active; P14735;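 active = percent inhibition above the average of all tested compounds plus 3 SD, set per screening campaign, cut at about 16% in these data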;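 also: IDE supplied by intact live HEK cells; FP after avidin binding of uncleaved biotin substrate so inhibition keeps polarization high; 0% = DMSO wells and 100% = 60 µM reference IDE inhibitor Ii1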
* marks the source's active call; other numbers are inactive results. These rows are one share of the data; rates above refer to the full screens.

SMILES | IDE act | IDE inh
CN(C)CCCNC(=O)C(=O)NCC(c1cccs1)S(=O)(=O)c1ccc(F)cc1 (stereo not given) | -1 | 9
C=CCC[C@H](Cc1ccc(F)cc1)C(=O)OC[C@@H](Cc1c[nH]c2ccccc12)NC(=O)[C@H](CC=C)CC(=O)N[C@H](CO)Cc1ccccc1 | 8 | 4
CC1(NC(=O)c2cc(-c3cccs3)nn2-c2ccccc2)CCS(=O)(=O)C1 (stereo not given) | -1 | 1
Cc1nc(-c2ccc(Cl)cc2)sc1C1(C)CC(c2ccncc2)=NO1 (stereo not given) | -6 | 10
CC(C)(C)n1ncc2c(=O)n(Cc3c(Cl)cccc3Br)cnc21 | 0 | 4
O=C(NNC(=O)c1ccccc1F)c1ccc(-c2ccc(Cl)cc2)o1 | 3 | 5
Clc1ccc(Nc2ccc3ccccc3n2)cc1 | 1 | -1
Cc1cc(C(=O)NNC(=O)c2ccc(F)cc2)c(C)s1 | 2 | -2
Cc1ccc(S(=O)(=O)N2CCN(C(=O)COC(=O)c3ccc([N+](=O)[O-])o3)CC2)c(C)c1 | 4 | -2
O=C(Nc1ccccc1N1CCOCC1)c1ccc(F)c(S(=O)(=O)N2CCOCC2)c1 | 4 | 1
CN(C)C1=NC[C@H](Cc2ccccc2)N1CCCCc1ccccc1 | 3 | -1
O=C(COC(=O)/C=C/c1ccc(OC(F)F)cc1)NC(=O)NC1CCCCC1 | -1 | -2
COc1ccccc1C(=O)COC(=O)c1nc2nc(C)cc(C)n2n1 | -1 | -8
COCCn1c(SCc2ccc(Cl)cc2)nc2c1c(=O)[nH]c(=O)n2C | 4 | 2
CC(=O)Nc1ccc(S(=O)(=O)NCCC(=O)OCC(=O)c2ccc(Br)cc2)cc1 | -2 | -5

By substructure: those above with a furan ring, fused or not (two)
SMILES | IDE act | IDE inh
O=C(NNC(=O)c1ccccc1F)c1ccc(-c2ccc(Cl)cc2)o1 | 3 | 5
Cc1ccc(S(=O)(=O)N2CCN(C(=O)COC(=O)c3ccc([N+](=O)[O-])o3)CC2)c(C)c1 | 4 | -2

The listing continues:
SMILES | IDE act | IDE inh
O=C(NCCS(=O)(=O)N1CCN(Cc2ccccc2)CC1)c1ccccc1 | 5 | 7
CN1C(C)(C)CCCC1(C)C | 7 | -1
Cc1ccc(S(=O)(=O)CCC(=O)OCC(=O)NCc2ccccc2)cc1 | -2 | 4
CCCCn1c(N)c(N(CCOC)C(=O)CCS(=O)(=O)c2ccc(Cl)cc2)c(=O)[nH]c1=O | 4 | -4
O=C(NCc1cccc(OC(F)(F)F)c1)c1ccc2c(c1)S(=O)(=O)c1cc(Cl)ccc1C2=O | 3 | -3
COc1ccc(-c2nnc(SCC(=O)NC(=O)Cc3ccccc3)n2C)cc1 | 3 | -4
O=C(COC(=O)CN1C(=O)C2CCCCC2C1=O)NNC(=O)c1ccc(Cl)cc1 (stereo not given) | 0 | 0
O=C(C[C@H]1C/C=C\C[C@@H](Cc2ccc(F)cc2)C(=O)O[C@H](c2ccccc2)CNC1=O)NCCO | 5 | 2
O=C(Cc1coc2cc(O)ccc12)NNC(=O)c1cccs1 | 0 | -2
COc1ccccc1C(=O)NCCC(=O)NC1CCCCC1C (stereo not given) | 4 | -6
COc1cccc(NC(=O)CN2C(=O)C(=O)N(C3CCCC3)C2=O)c1 | 5 | 8
Cc1noc(C)c1COC(=O)C1CCN(S(=O)(=O)c2ccc(F)cc2)CC1 | -1 | -3
CN(CC(=O)Nc1ccc(Cl)c(Cl)c1)C(=O)CC1OC(=O)c2ccccc21 (stereo not given) | -1 | -2
O=[N+]([O-])c1ccc(S(=O)(=O)Nc2cccc(-c3ccc(N4CCOCC4)nn3)c2)cc1 | 2 | 2
COc1ccccc1NS(=O)(=O)c1cc(N)ccc1N1CCCC1 | 2 | 6
Cn1nc(C(=O)NCC(c2cccs2)N2CCOCC2)c2ccccc2c1=O (stereo not given) | 3 | 0
O=C(NNC(=O)c1ccc2nc[nH]c2c1)c1ccccc1 | 1 | 0
Cc1ccc(C)c(-c2nnc(NC(=O)CCS(=O)(=O)c3ccc(F)cc3)o2)c1 | 1 | 0
C[C@H](/C=C/[C@@]1(O)[C@H](C)C[C@H](O)CC1(C)C)O[C@@H]1O[C@H](CO)[C@@H](O)[C@H](O)[C@H]1O | 3 | -5
COc1ccc(-n2sc3ccc(F)cc3c2=O)cc1 | -23 | 58*
Cc1ccc(S(=O)(=O)N(Cc2cccc(C)c2)C(=O)N2CCN(C)CC2)cc1 | 4 | 2
Cc1cc2sc3ccc(C#CC4(O)CCCCC4)cc3c(=O)c2cc1C | 5 | -1
COc1ccc(-c2c(-c3cc(OC)cc(OC)c3)n(C)c3ccc(-c4cnc(OC)nc4)cc23)cc1 | 3 | 2
CN(CC(=O)Nc1cccc(F)c1)C(=O)c1cccc(N2C(=O)CCC2=O)c1 | 4 | -5
COCc1c(C(=O)NC2CCCCC2)sc2cccc(F)c12 | 5 | -2
CC(C)(CNS(=O)(=O)c1cccs1)N1CCOCC1 | -1 | -1
C#CCn1c(=O)c2c(ncn2C)n(C)c1=O | -2 | 3
CCOC(=O)C1CCCN(CC(=O)N(C)c2c(N)n(Cc3ccccc3)c(=O)[nH]c2=O)C1 (stereo not given) | -1 | -4
CC1CCCC(NC(=O)c2ccc(F)c(S(=O)(=O)N3CCOCC3)c2)C1C (stereo not given) | 1 | 1
COc1cccc(CN(C)C(=O)C2CCN(S(=O)(=O)c3cccs3)CC2)c1OC | 11 | -1
O=C1CN(C(=O)COC(=O)/C=C/c2ccc(F)cc2)c2ccccc2N1 | 4 | 0
CCOc1cc(/C=N/NC(=O)c2ccccc2-n2cccc2)ccc1O | -5 | 0
CCOc1ccc(C(=O)COC(=O)c2nn(CC)c(=O)c3ccccc23)cc1 | 2 | -2
CSCCC(NS(=O)(=O)c1ccccc1)C(=O)OCc1nc2ccsc2c(=O)[nH]1 (stereo not given) | 3 | 5
Cc1ccc(CN2CC[C@H]3C=CCc4cccc(c43)C2)cc1 | -2 | 3
CCN(CC)S(=O)(=O)c1ccc(NC(=O)c2ccc(N3CCCC3=O)cc2)cc1 | 1 | 5
Cc1ccc(C(=O)OCC(=O)NC(=O)c2ccccc2)o1 | 5 | -1
COc1ccccc1C(CNC(=O)CNC(=O)c1ccc(C)c(C)c1)N1CCCC1 (stereo not given) | 7 | -1
C/C(=N\NC(=O)COc1cccc(Br)c1)c1ccc2c(c1)OCCO2 | -3 | 8
Cc1cc(C)n2nc(SCC(=O)Nc3ccc(F)cc3[N+](=O)[O-])nc2n1 | 10 | 2
Cc1ccc2sc(N3CCN(C(=O)c4ccc([N+](=O)[O-])o4)CC3)nc2c1C | -1 | 1
O=C(CC1SC(N2CCCC2)=NC1=O)Nc1ccc(C(=O)Nc2ccccc2)cc1 (stereo not given) | 1 | 2
CCOc1ccc(NC(=O)COC(=O)c2cc(=O)c3ccccc3o2)cc1 | 0 | 5
COc1cc(/C=C/C(=O)O)cc(S(=O)(=O)Nc2ccc3cn[nH]c3c2)c1OC | 0 | -5
COc1ccccc1C(=O)NCCC(=O)NN1C(=O)NC2(CCCCC2)C1=O | 0 | -2

Among those listed so far, these have an NH in an aromatic ring.
SMILES | IDE act | IDE inh
C=CCC[C@H](Cc1ccc(F)cc1)C(=O)OC[C@@H](Cc1c[nH]c2ccccc12)NC(=O)[C@H](CC=C)CC(=O)N[C@H](CO)Cc1ccccc1 | 8 | 4
COCCn1c(SCc2ccc(Cl)cc2)nc2c1c(=O)[nH]c(=O)n2C | 4 | 2
CCCCn1c(N)c(N(CCOC)C(=O)CCS(=O)(=O)c2ccc(Cl)cc2)c(=O)[nH]c1=O | 4 | -4
O=C(NNC(=O)c1ccc2nc[nH]c2c1)c1ccccc1 | 1 | 0
CCOC(=O)C1CCCN(CC(=O)N(C)c2c(N)n(Cc3ccccc3)c(=O)[nH]c2=O)C1 (stereo not given) | -1 | -4
CSCCC(NS(=O)(=O)c1ccccc1)C(=O)OCc1nc2ccsc2c(=O)[nH]1 (stereo not given) | 3 | 5
COc1cc(/C=C/C(=O)O)cc(S(=O)(=O)Nc2ccc3cn[nH]c3c2)c1OC | 0 | -5

Later entries:
SMILES | IDE act | IDE inh
COC(=O)[C@]1(Cc2ccccc2)N[C@H](CN(C)S(=O)(=O)c2ccc(C(C)(C)C)cc2)[C@@H]2C(=O)N(Cc3ccccc3)C(=O)[C@@H]21 | -1 | -3
Cc1ccc(C(=O)NNC(=O)c2ccncc2)cc1S(=O)(=O)N1CCCCC1 | -3 | 1
CCc1ccc(C(=O)NNC(=O)c2ccc(OCC(=O)N3CCOCC3)c(OC)c2)cc1 | -1 | 7
NS(=O)(=O)c1cccc(NC(=O)COC(=O)CCC(=O)c2cccs2)c1 | 4 | -4
O=C(CCNS(=O)(=O)c1ccccc1C(F)(F)F)NCCCN1CCOCC1 | 1 | 7
CC(OC(=O)c1ccc(Cl)nc1)C(=O)NC1(C#N)CCCCC1 (stereo not given) | 18* | 2
COc1ccc(C(=O)COC(=O)c2nc3nccc(C)n3n2)cc1F | 2 | 3
Cn1c(SCC(=O)NCC2CCCO2)ncc(C(=O)Nc2ccccc2)c1=O (stereo not given) | -6 | 2
CC(C)(C)N(Cc1ccccc1)C(=O)COC(=O)CNS(=O)(=O)c1ccc2ccccc2c1 | 0 | 5
Cc1cc(-n2c(C)cc(C(=O)COc3ccc(F)c(F)c3)c2C)no1 | 6 | -5
CN1CCN(c2ccc(S(=O)(=O)N3CCCCC3)cc2NC(=O)CCc2ccccc2)CC1 | 1 | -1
COC(=O)[C@]1(C)N[C@H](c2ccc(-c3cccc(Cl)c3)c(OC)c2)[C@@H]2C(=O)N(C)C(=O)[C@@H]21 | -1 | 4
COc1cc(-c2cc(C(=O)Nc3ccc(C)c(S(=O)(=O)N4CCOCC4)c3)c3ccccc3n2)cc(OC)c1OC | -4 | 4
O=C(COC(=O)Cc1cccc(C(F)(F)F)c1)NC1CCS(=O)(=O)C1 (stereo not given) | 2 | -2
O=C(O)c1cccc2c1C(=O)c1ccc(N3CCCC3)cc1S2(=O)=O | -7 | 3
Cc1noc(C)c1C(=O)N1CCN(c2ccccc2O)CC1 | 3 | -2
COc1ccc(C(CNC(=O)C(CCSC)NC(=O)c2ccccc2Cl)N2CCOCC2)cc1 (stereo not given) | 6 | -4
CCN(C(=O)CN1CCCC(C)C1)c1c(N)n(Cc2ccccc2)c(=O)[nH]c1=O (stereo not given) | 4 | 5
CN(CC(=O)Nc1ccccc1C(F)(F)F)C(=O)CSc1nnc(N)s1 | 7 | 3
Cc1ccc(C(=O)Nc2cc(Cl)ccc2-n2cncn2)o1 | 2 | 3
Nc1c(N(CCC2=CCCCC2)C(=O)c2ccc([N+](=O)[O-])o2)c(=O)[nH]c(=O)n1Cc1ccccc1 | -1 | 4
CCOc1cccc(C2C(C(=O)c3ccco3)=C(O)C(=O)N2c2nnc(C)s2)c1 (stereo not given) | -3 | -3
CCOc1ccc(NC(=O)COc2ccc(C(=O)N3CCC(C(N)=O)CC3)cc2OC)cc1 | -1 | -1
N#CCCN(C(=O)COC(=O)CNC(=O)C12CC3CC(CC(C3)C1)C2)c1ccccc1 | 7 | -5
CN1CCN(CC(O)COc2ccc(S(=O)(=O)N3CCOCC3)cc2)CC1 (stereo not given) | -4 | 5
CCCc1nnc(SCC(=O)Nc2ccc(NC(C)=O)cc2)n1-n1cccc1 | 0 | 0
COc1ccc(-c2c(-c3ccc(C#N)cc3)oc(=O)c3cc(OC)c(OC)cc23)cc1 | -3 | 1
COc1cc(OC)cc(C(=O)NNC(=O)c2ccc(-n3cncn3)c([N+](=O)[O-])c2)c1 | -2 | -6
N#Cc1c(N)n[nH]c1Cc1cccc2ccccc12 | 2 | -1
O=C(COC(=O)Cc1n[nH]c(=O)c2ccccc12)Nc1ncc(Cl)cc1Cl | 1 | -2
COc1cccc(NC(=O)c2cnc(SCC(=O)NCc3ccc4c(c3)OCO4)n(C)c2=O)c1 | 2 | -5
O=C1CC(C(=O)N2CCN(c3ccccn3)CC2)CN1Cc1ccccc1Cl (stereo not given) | 2 | -3

Pulled by compound from the list above:
SMILES | IDE act | IDE inh
O=C1CC(C(=O)N2CCN(c3ccccn3)CC2)CN1Cc1ccccc1Cl (stereo not given) | 2 | -3
CN(CC(=O)Nc1ccccc1C(F)(F)F)C(=O)CSc1nnc(N)s1 | 7 | 3
CCN(C(=O)CN1CCCC(C)C1)c1c(N)n(Cc2ccccc2)c(=O)[nH]c1=O (stereo not given) | 4 | 5
Nc1c(N(CCC2=CCCCC2)C(=O)c2ccc([N+](=O)[O-])o2)c(=O)[nH]c(=O)n1Cc1ccccc1 | -1 | 4
COc1ccc(-c2c(-c3ccc(C#N)cc3)oc(=O)c3cc(OC)c(OC)cc23)cc1 | -3 | 1
CCOc1cccc(C2C(C(=O)c3ccco3)=C(O)C(=O)N2c2nnc(C)s2)c1 (stereo not given) | -3 | -3

Reformatted: two of the compounds above
The line under a structure holds: IDE act	IDE inh
> O=C1CC(C(=O)N2CCN(c3ccccn3)CC2)CN1Cc1ccccc1Cl (stereo not given)
→ 2	-3
> O=C(COC(=O)Cc1n[nH]c(=O)c2ccccc12)Nc1ncc(Cl)cc1Cl
→ 1	-2
